WRN inhibitor: WRN helicase (human) inhibition | Potency, µM (series often up to 114 µM), without a hit: at the highest dose activity change, negative = inhibition, actives largely listed as inhibitors | AID 651768 | WRN helicase unwinding, fluorescent forked duplex, kinetic | 0.46% of 360,000 active; also: potency is read from the fitted curve at half-maximal effect; % is scaled to controls: 0 for no effect and ±100 for the full control effect; nearly all actives have a fitted effect of over 55% in size
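WRN at 20 nM final preincubated with compound 15 min at room temperature; reaction started with 100 nM fluorophore/quencher forked duplex oligonucleotide and 2 mM ATP final. Unwinding followed kinetically by red fluorescence (ex 525, em 598 nm).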
CCT chaperon mod: changes cytosolic chaperonin activity. activity change, % (concentration not given with the values), hits read low. 0.3% of 360,000 active. purified chaperonin ATPase assay, HTRF ADP detection, 30 min; in the data active = activity change below about -30%; also: % is scaled to controls: 0 for no effect and ±100 for the full control effect
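Enzyme 40 or 20 nM (batch-dependent) in Tris pH 7.4/KCl/MgCl2/DTT; cpd 76 uM single point; ATP 10 uM; 30 min 37 °C; Transcreener ADP HTRF detection, 30 min RT; ratio 665/615.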
EPAC2 agonist: EPAC2 (human) agonism; 0.079% of 360,000 active; EPAC2 activation, biochemical qHTS; response scale: 100% = 6.5 mM cAMP response; Potency, µM (series often up to 154 µM), for inactives: at the top dose activation, most hits filed as activators; also: potency is read from the fitted curve at half-maximal effect; nearly all actives have a fitted effect of over 50% in size
Target sequence (Q8WZA2 whole entry, looked up): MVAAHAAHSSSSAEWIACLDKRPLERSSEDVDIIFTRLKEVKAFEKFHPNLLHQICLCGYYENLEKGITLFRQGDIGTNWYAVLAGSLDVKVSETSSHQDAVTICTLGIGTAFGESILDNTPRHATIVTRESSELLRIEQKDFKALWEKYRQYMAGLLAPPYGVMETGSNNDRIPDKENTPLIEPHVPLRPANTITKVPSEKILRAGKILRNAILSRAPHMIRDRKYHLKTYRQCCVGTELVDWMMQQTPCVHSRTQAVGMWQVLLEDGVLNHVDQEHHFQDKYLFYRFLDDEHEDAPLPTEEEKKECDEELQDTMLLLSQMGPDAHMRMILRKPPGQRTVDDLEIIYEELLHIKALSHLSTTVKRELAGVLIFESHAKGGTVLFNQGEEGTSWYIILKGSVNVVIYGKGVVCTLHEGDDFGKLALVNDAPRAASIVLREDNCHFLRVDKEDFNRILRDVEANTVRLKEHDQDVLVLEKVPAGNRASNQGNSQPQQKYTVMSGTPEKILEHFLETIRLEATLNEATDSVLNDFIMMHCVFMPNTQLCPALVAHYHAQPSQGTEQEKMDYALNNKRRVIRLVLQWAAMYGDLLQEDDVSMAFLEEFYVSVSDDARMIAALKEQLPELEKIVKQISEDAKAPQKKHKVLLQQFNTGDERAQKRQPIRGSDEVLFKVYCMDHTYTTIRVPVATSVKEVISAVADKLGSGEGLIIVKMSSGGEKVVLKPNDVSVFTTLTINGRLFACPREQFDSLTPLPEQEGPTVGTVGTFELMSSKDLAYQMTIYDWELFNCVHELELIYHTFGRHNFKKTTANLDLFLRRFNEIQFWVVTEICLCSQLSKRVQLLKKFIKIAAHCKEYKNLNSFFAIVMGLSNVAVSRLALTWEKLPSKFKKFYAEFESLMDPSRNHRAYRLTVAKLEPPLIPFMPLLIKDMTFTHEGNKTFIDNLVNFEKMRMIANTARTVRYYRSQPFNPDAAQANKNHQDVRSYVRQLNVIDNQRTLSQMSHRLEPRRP
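Compounds were titrated in qHTS against a Rap1B-BODIPY-GDP (250 nM) complex with EPAC2 (100 nM) and GDP (50 uM). BODIPY-GDP release tracked at 480/540 nm over 30 min at room temperature, normalized to 6.5 mM cAMP.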
EPAC1 agonist: EPAC1 (human) agonism; Potency, µM (top dose mostly 154 µM), inactives show at the highest dose activation, usual class: activators; 0.073% of 360,000 active; EPAC1 agonist qHTS, biochemical assay; response scale: 100% = response to 6.5 mM cAMP; AID 720707; also: potency is read from the fitted curve at half-maximal effect; nearly all actives have a fitted effect of over 60% in size
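Fluorescent GDP-exchange assay: 100 nM EPAC1 with 250 nM Rap1B preloaded with BODIPY-GDP and 50 uM GDP; compounds tested as concentration series, 5 min at room temperature, then read every 5 min for 30 min (ex 480/em 540 nm); normalized to 6.5 mM cAMP.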
EPAC1 antagonist: antagonists of human EPAC1; O95398; EPAC1 GEF assay, Rap1b-BODIPY-GDP exchange fluorescence; Potency, µM (doses to about 115 µM), without a hit: top-dose activity change, negative = inhibition, hits mostly inhibitors; 0.14% of 360,000 active; AID 720709;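 also: potency is read from the fitted curve at half-maximal effect; plate controls were vehicle for no effect and positive control for full effect; nearly all actives have a fitted effect of over 50% in size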
IL-2 act: activators of IL-2; IL-2 activation reporter assay, cell-based qHTS; stimulated with anti-CD3/CD4/CD28 beads; in transgenic mouse T cells; activation, % (series mostly up to about 46 µM); 0.065% of 360,000 active; in the data active = activation above about 50%; inconclusive = mostly about 30% to 49%; also: 0% is about no effect
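First, unstimulated transgenic mouse T cells were exposed to compound for 60 min. Next, anti-CD3/anti-CD4-coated beads with anti-CD28 were added. Finally, after 18 h at 37 degrees C, EGFP and DsRed were imaged.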
PLK1 PBD inh: inhibitors of human PLK1 polo-box domain binding; P53350; Plk1 PBD binding of FITC phosphopeptide, fluorescence polarization; Potency, µM, for the others: max response, negative = inhibition, hits mostly inhibitors; 2.8% of 360,000 active; AID 720504; also: potency is read from the fitted curve at half-maximal effect; series mostly up to about 57 µM; % is scaled to controls: 0 for no effect and ±100 for the full control effect; nearly all actives have a fitted effect of over 65% in size
PI5P4K alpha inh: PI5P4K alpha (human) kinase inhibition; AID 652105; PI5P4Kalpha enzyme, ADP-Glo luminescence, 60 min; active compounds read low; 1.2% of 330,000 active; max response, %; P48426; active = max response of -50% or lower; inconclusive = between -30% and -50%; inactive = -30% or higher; also: value at the top dose of about 77 µM; % is scaled to controls: 0 for no effect and ±100 for the full control effect
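Compounds were pin-transferred onto PI5P4Kalpha and substrate in HEPES pH 7.4 buffer with EGTA, CHAPS and 5% DMSO. ATP (5 microM final) started the reaction, which ran 60 minutes at room temperature before ADP-Glo detection.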
The depositor's hits bear a star; ? = inconclusive; . = not tested or not shown; [ ] = remark or other dose. Unless noted, calls follow the shape of the dose curve; as a rule, active = well fitted curve in the direction sought with a large enough effect; inconclusive = small, poorly fitted or top-dose-only effect, or another doubt; inactive = no such curve, though single readings can be large; an effect the other way counts as inactive or inconclusive. This is a subset; rates above refer to the full screens.

SMILES	WRN inhibitor	CCT chaperon mod	EPAC2 agonist	EPAC1 agonist	EPAC1 antagonist	IL-2 act	PLK1 PBD inh	PI5P4K alpha inh
COc1cc(C(=O)NC(=S)Nc2cccc3nc(C)ccc23)cc(OC)c1OC	-10%	-2.8	6%	1%	-28%	-5.0	0%	-1
COCCNC(=O)c1cccc(OC2CCN(Cc3cccc(C(C)=O)c3)CC2)c1	-2%	-1.3	16%	20%	4%	-0.3	-1%	4
COc1ccc([C@H]2C[C@@H](O)[C@H](n3cc(-c4ccc(F)cc4)nn3)CN2C(=O)C2CCCCC2)cc1	3%	-0.4	1%	-4%	3%	0.7	3%	-5
O=C(NCC1CCCO1)c1ccc2c(c1)N(Cc1ccc(F)cc1Cl)C(=O)CS2 (configuration not stated)	-2%	-1.7	2%	-1%	16%	-2.9	-20%	-3
O=c1/c(=C/c2ccc(O)cc2)sc2n1CCCN=2	9%	-0.4	0%	3%	11%	-0.3	1%	-20
Cc1ccccc1N=Nc1c(C)[nH]n(-c2ccccc2)c1=O	0%	0.4	-11%	-13%	3%	0.2	-1%	7
CCCCn1c(O)c(N=Nc2ccccc2O)c2ccccc21	-3%	-1.3	14%	1%	-10%	-0.3	16%	-14
Cc1ccc([C@H]2C(C(=O)O)=CC[C@@H](c3ccc(Cl)cc3)N2S(=O)(=O)c2ccccc2C)cc1	-6%	-3.7	3%	-14%	-24%	-0.3	?	14
COc1ccc(CN2CSC(=S)N(Cc3ccc(OC)cc3)C2)cc1	-13%	-2.4	10%	8%	-24%	-0.3	0%	-2
O=C(CSc1n[nH]c(-c2ccccc2)n1)N1CCOCC1	4%	-1.3	14%	1%	3%	0.5	-5%	3

The closing 2 records of the section before lead into the next.
SMILES	WRN inhibitor	CCT chaperon mod	EPAC2 agonist	EPAC1 agonist	EPAC1 antagonist	IL-2 act	PLK1 PBD inh	PI5P4K alpha inh
COc1ccc(CN2CSC(=S)N(Cc3ccc(OC)cc3)C2)cc1	-13%	-2.4	10%	8%	-24%	-0.3	0%	-2
O=C(CSc1n[nH]c(-c2ccccc2)n1)N1CCOCC1	4%	-1.3	14%	1%	3%	0.5	-5%	3
CCCCc1cc2c(c(NC(=O)CC)n1)c(=O)oc1ccccc12	-6%	-0.3	-1%	1%	-12%	-0.4	-9%	-5
O=C1CC2C(=O)NCCN2C(=NC(=O)c2ccc(Cl)cc2)N1 (configuration not stated)	5%	0.1	4%	0%	6%	1.1	-2%	-4
CCN(c1ccccc1)S(=O)(=O)c1ccc(Cl)c(NC(=O)COC(=O)C2CC2C)c1 (configuration not stated)	-7%	-1.7	11%	10%	-11%	-0.8	-6%	6
O=c1[nH]ncn1-c1ccc(Br)cc1	-8%	-2.0	3%	7%	-2%	0.7	0%	5
COc1ccc(C2NC(=O)NC(c3ccccc3)=C2c2nc3ccccc3s2)cc1 (configuration not stated)	-4%	-0.6	12%	13%	-6%	0.9	0%	.
Cc1ccccc1OCC(=O)N/N=C/c1ccc([N+](=O)[O-])o1	-1%[11.6 µM]	3.0	15%	0%	-14%	-0.4	?	1
Cc1ccc(C(=O)N2CCc3ccccc32)cc1C	-3%	0.2	4%	10%	14%	-0.5	-11%	-1
Cc1ccc(C(=O)NCCNC(=O)c2ccccn2)cc1	10%	0.7	12%	0%	-26%	0.6	-5%	2
COc1ccccc1NC(=O)N1CCC(c2nnc(SCC(N)=O)n2C)CC1	3%	1.2	3%	0%	0%	3.0	-4%	0
Cc1ccc(NC(=O)COC(=O)Cn2c(C)csc2=O)cc1C	0%	-2.5	13%	5%	0%	-2.2	-2%	.

Compounds shown so far with a halogen, in the order listed:
SMILES	WRN inhibitor	CCT chaperon mod	EPAC2 agonist	EPAC1 agonist	EPAC1 antagonist	IL-2 act	PLK1 PBD inh	PI5P4K alpha inh
COc1ccc([C@H]2C[C@@H](O)[C@H](n3cc(-c4ccc(F)cc4)nn3)CN2C(=O)C2CCCCC2)cc1	3%	-0.4	1%	-4%	3%	0.7	3%	-5
O=C(NCC1CCCO1)c1ccc2c(c1)N(Cc1ccc(F)cc1Cl)C(=O)CS2 (configuration not stated)	-2%	-1.7	2%	-1%	16%	-2.9	-20%	-3
Cc1ccc([C@H]2C(C(=O)O)=CC[C@@H](c3ccc(Cl)cc3)N2S(=O)(=O)c2ccccc2C)cc1	-6%	-3.7	3%	-14%	-24%	-0.3	?	14
O=C1CC2C(=O)NCCN2C(=NC(=O)c2ccc(Cl)cc2)N1 (configuration not stated)	5%	0.1	4%	0%	6%	1.1	-2%	-4
CCN(c1ccccc1)S(=O)(=O)c1ccc(Cl)c(NC(=O)COC(=O)C2CC2C)c1 (configuration not stated)	-7%	-1.7	11%	10%	-11%	-0.8	-6%	6
O=c1[nH]ncn1-c1ccc(Br)cc1	-8%	-2.0	3%	7%	-2%	0.7	0%	5

Next structures
SMILES	WRN inhibitor	CCT chaperon mod	EPAC2 agonist	EPAC1 agonist	EPAC1 antagonist	IL-2 act	PLK1 PBD inh	PI5P4K alpha inh
CC(C)C(c1nnnn1Cc1ccc(F)cc1)N1CCN(c2ccc(O)cc2)CC1 (configuration not stated)	-19%	-2.1	5%	-3%	7%	0.3	-9%	-13
Cc1[nH]n(-c2ccccc2)c(=O)c1C(c1ccccc1[N+](=O)[O-])C(C#N)C#N (configuration not stated)	-7%	0.2	3%	-11%	-25%	0.8	30µM*	-9
Cc1ccc(NC(=O)CN(C)S(=O)(=O)c2ccc3c(c2)n(C)c(=O)c(=O)n3C)c(C)c1	2%	-1.9	-4%	-11%	-2%	-2.2	21µM*	-12
CN1C(=O)/C(=C/c2ccccc2Cl)Sc2ccc(C(=O)NCc3cccnc3)cc21	-4%	-0.8	2%	10%	-20%	-2.6	-15%	9
Cc1ccc(-c2nnn(CC(=O)N(CC3CCCO3)C(C(=O)NC3CCCCC3)c3ccc(F)cc3)n2)o1 (configuration not stated)	4%	-2.8	-6%	5%	14%	-4.0	-7%	.
O=c1c2ccccc2[nH]c(=S)n1CCCN1CCOCC1	-2%	-2.9	-1%	6%	-8%	1.6	-3%	1
COc1cc(C)c(S(=O)(=O)N2CCN=C2c2ccccc2)cc1C	-26%	0.9	10%	-2%	12%	0.1	1%	15
Fc1ccc(-c2nc3c(Cl)cc(C(F)(F)F)cn3c2Cc2cccc(Cl)c2)cc1	0%	-1.1	10%	-14%	2%	0.8	-12%	13
O=C(O)c1ccc(Cl)c(S(=O)(=O)Nc2ccc(S(=O)(=O)Nc3cccc(Cl)c3)cc2)c1	-20%	0.6	8%	5%	2%	-0.1	-17%	7
COc1ccc(S(=O)(=O)Nc2ccc3c(c2)C(=O)N([C@H](C)CO)C[C@H](C)[C@@H](CN(C)C(=O)Nc2c(C)noc2C)O3)cc1	-2%	-1.3	8%	3%	2%	0.0	-14%	4

By substructure: those above containing an aryl thioether with sulfur outside any ring.
SMILES	WRN inhibitor	CCT chaperon mod	EPAC2 agonist	EPAC1 agonist	EPAC1 antagonist	IL-2 act	PLK1 PBD inh	PI5P4K alpha inh
O=C(CSc1n[nH]c(-c2ccccc2)n1)N1CCOCC1	4%	-1.3	14%	1%	3%	0.5	-5%	3
COc1ccccc1NC(=O)N1CCC(c2nnc(SCC(N)=O)n2C)CC1	3%	1.2	3%	0%	0%	3.0	-4%	0

The list goes on.
SMILES	WRN inhibitor	CCT chaperon mod	EPAC2 agonist	EPAC1 agonist	EPAC1 antagonist	IL-2 act	PLK1 PBD inh	PI5P4K alpha inh
CCCN(c1ccc(OCC)cc1)S(=O)(=O)c1ccc2c(c1)NC(=O)CO2	-10%	1.4	-5%	-11%	-1%	-0.6	1%	8
CCN(CC(=O)Nc1cc(Cl)ccc1C)C(=O)CCS(=O)(=O)c1ccc(C)cc1	-14%	2.8	-8%	-17%	?	-1.0	-12%	-2
CC(C)OP(=O)(c1ccc(N(C)C)cc1)C(O)c1ccc(C(C)C)cc1 (configuration not stated)	8%	-1.4	-6%	-6%	-11%	-2.2	5%	-5
O=C(Nc1nc2ccccc2[nH]1)c1ccccc1O	5%[57.1 µM]	-0.2	0%	-4%	7%	-0.4	0%	-6
Cc1cc(C)c(O)c(-c2cc(C(=O)Nc3ccc(S(=O)(=O)N4CCOCC4)cc3)[nH]n2)c1	-19%	-0.6	12%	18%	-16%	-4.5	-6%	-12
Cc1ccn2cc(CCNC(=O)C3CCCCC3)nc2c1	-1%	-1.2	6%	7%	-4%	-0.6	-3%	-2
COc1cccc(N2C(=O)CC(Nc3ccc(N4CCOCC4)cc3)C2=O)c1 (configuration not stated)	-7%	-3.1	5%	6%	2%	-1.6	-11%	.
Cc1cc(C)c2nc(N3CCC(C(=O)N4CCN(C(=O)c5ccco5)CC4)CC3)sc2c1	-2%	0.3	14%	22%	-25%	-0.9	-9%	-2
COc1ccc(C)cc1N1CC(C(=O)Nc2cccc(C(=O)NC3CC3)c2)CC1=O (configuration not stated)	19%	0.3	-1%	-3%	15%	-2.6	2%	2
CN1CCN(C(=O)C2=C[C@H](c3ccc4c(c3)OCO4)C[C@H](OCCCCO)O2)CC1	3%	-1.8	13%	-4%	-12%	-2.3	?	-3
CC12CC(NC(=O)N1c1cccc(C(=O)N3CCCCC3)c1)c1ccccc1O2 (configuration not stated)	9%	-2.1	6%	-14%	-10%	-0.9	-2%	4
O=C(COc1ccccc1)N1CCN(C(=O)c2cccc(F)c2)CC1	3%	-5.0	6%	12%	-7%	-0.8	-9%	-1
CC(C)C(=O)Nc1ccccc1C(=O)OCC(=O)c1ccc2c(c1)OCCO2	-9%	1.8	5%	11%	-11%	-6.3	-2%	12
COc1cccc(N(CC(=O)N/N=C(\C)c2cccs2)S(C)(=O)=O)c1	-1%	-5.7	-7%	-4%	6%	1.2	2%	-8
